Compound activity deposited in PubChem by National Center for Advancing Translational Sciences (NCATS).
TDP1 cell CPT – growth inhibition of DT40 Tdp1-/-;hTDP1 cells with camptothecin (screen for TDP1 inhibitors); chicken DT40 Tdp1-/-;hTDP1 cells + 20 nM CPT, ATP luminescence, 48 h; Potency, µM (series often up to 46.2 µM), for inactives: at the top dose activity change, negative = growth inhibition, usual class: inhibitors; hit rate 12% among 420,000; further: nearly all actives have a fitted effect of over 55% in size
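Cell growth measured by CellTiter-Glo luminescence after a minimum 48 h, 37 C compound exposure with 20 nM CPT in Tdp1-knockout DT40 cells stably expressing hTDP1, seeded 400/well; qHTS titration format.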
DT40 TDP1 no CPT – qHTS for Inhibitors of human tyrosyl-DNA phosphodiesterase 1 (TDP1): qHTS in cells in absence of CPT; DT40 Tdp1-/- hTDP1 cells, no CPT, ATP luminescence, 48 h; Potency, µM (doses to about 46.2 µM), inactives show top-dose activity change, negative = growth inhibition, hits mostly inhibitors; hit rate 15% among 420,000; AID 686978, 2013; further: nearly all actives have a fitted effect of over 55% in size
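Stably hTDP1-transfected Tdp1-null chicken DT40 cells were treated with library compounds minus camptothecin and grown for at least 48 hr at 37 °C, after which cellular ATP was quantified by luminescence.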
GCN5L2 inh – GCN5L2 (KAT2A) acetyltransferase inhibition; GCN5L2 HAT assay, ThioGlo1 CoA-SH fluorescence; Potency, µM (top dose mostly 58.9 µM), for the others: at the top dose activity change, negative = inhibition, usual class: inhibitors; hit rate 0.21% among 390,000; AID 504327
Target sequence (Q92830 whole entry, looked up): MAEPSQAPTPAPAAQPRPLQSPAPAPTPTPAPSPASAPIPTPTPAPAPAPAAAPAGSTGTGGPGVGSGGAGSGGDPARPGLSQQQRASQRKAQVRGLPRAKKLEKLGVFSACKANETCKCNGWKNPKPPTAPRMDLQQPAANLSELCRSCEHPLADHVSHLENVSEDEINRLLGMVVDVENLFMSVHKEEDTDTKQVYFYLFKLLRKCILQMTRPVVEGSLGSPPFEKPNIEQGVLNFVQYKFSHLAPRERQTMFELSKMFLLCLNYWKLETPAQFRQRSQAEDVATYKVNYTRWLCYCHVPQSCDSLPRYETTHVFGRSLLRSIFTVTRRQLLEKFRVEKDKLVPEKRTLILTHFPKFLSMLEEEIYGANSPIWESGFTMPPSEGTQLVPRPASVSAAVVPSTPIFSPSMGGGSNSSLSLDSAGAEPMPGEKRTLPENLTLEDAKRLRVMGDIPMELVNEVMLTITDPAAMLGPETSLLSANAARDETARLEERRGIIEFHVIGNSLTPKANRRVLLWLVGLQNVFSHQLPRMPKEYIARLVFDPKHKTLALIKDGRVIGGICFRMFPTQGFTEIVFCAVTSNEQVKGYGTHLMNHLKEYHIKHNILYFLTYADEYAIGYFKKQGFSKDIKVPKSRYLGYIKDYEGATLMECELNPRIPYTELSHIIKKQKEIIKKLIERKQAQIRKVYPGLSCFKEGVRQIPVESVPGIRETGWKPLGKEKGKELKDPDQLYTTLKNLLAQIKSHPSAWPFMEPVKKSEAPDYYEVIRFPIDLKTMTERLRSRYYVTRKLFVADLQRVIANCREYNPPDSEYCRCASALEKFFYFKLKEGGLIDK
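Compounds, pin-transferred from DMSO stocks, meet 20nM GCN5L2 for 15 min before the reaction begins with H3(1-25) peptide (75uM) and acetyl-CoA (70uM). Thiol-reactive ThioGlo1 reports CoA release over 20 min at room temperature.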
* marks the source's active call; other numbers are inactive results; ? = inconclusive; . = no result given; & = joins results of further samples; [ ] = dose if it differs, or a comment. The call rests on the fitted dose curve; in most records, active means well fitted curve in the direction sought with a large enough effect; inconclusive means small, poorly fitted or top-dose-only effect, or another doubt; inactive means no such curve, though single readings can be large; an effect the other way counts as inactive or inconclusive. On the % scale 0 is the no-effect control and ±100 the full control effect; potency means the concentration at half of the fitted maximal effect.

canonical_smiles	TDP1 cell CPT	DT40 TDP1 no CPT	GCN5L2 inh
CN(C=C1C(=O)CC(C)(C)CC1=O)CCN1CCNCC1	-12%	-24%	-5%
O=C(Cn1cnc2c(OCc3ccccc3)ncnc21)NCc1ccccn1	-3%	-7%	-2%
CC(C)C[C@H](NC(=O)CC[C@H]1O[C@@H](n2ccc(=O)[nH]c2=O)[C@H](O)[C@@H]1O)C(=O)O	-18%	-4%	.
CN(C)c1ccccc1-c1cc(NC=O)c2ncc(-c3cccc(C(F)(F)F)c3)n2c1	?	23µM*	.
NS(=O)(=O)c1ccc(CNC(=O)c2ccc(Cl)c([N+](=O)[O-])c2)cc1	?	?	-6%
CN(C(=O)COC(=O)c1ccccc1SCC(=O)N1CCCC1)C1CCS(=O)(=O)C1 (centres undefined)	3%	0%	-9%
COC(OC)C(C)NC(=O)NC(=O)c1ccccc1Cl (centres undefined)	-17%	-13%	14%
COc1ccc(C(=O)Nc2ccccc2C(N)=O)cc1	?	-25%	-2%
O=C(O)c1ccc(NC(=O)c2cn(-c3ccccc3)nc2-c2ccc(Cl)cc2)cc1	21µM*	16µM*	-17%
Cc1[nH]c(=O)[nH]c(=O)c1S(=O)(=O)N1CCCC(C(=O)NCc2ccccc2Cl)C1 (centres undefined)	8%	-5%	1%
Cc1c(NC(=O)C(C)N2C(=O)C3C4C=CC(C4)C3C2=O)c(=O)n(-c2ccccc2)n1C (centres undefined)	3%	0%	-6%
CC1CCC(NC(=O)CCCCn2c(=O)[nH]c3ccsc3c2=O)CC1 (centres undefined)	0%	-21%	1%
COc1cc(C(=O)NNC(=O)COc2ccc(C)cc2)ccc1OCC(=O)N1CCOCC1	-1%	-12%	-6%
COC(=O)c1c(C(=O)OC)c(-c2cccc(Cl)c2)n2c1CS(=O)C2 (centres undefined)	-10%	-20%	3%
Cc1ccc(CNC(=O)Nc2ccc(F)cc2F)n1C	-21%	6%	-21%
Cc1onc(-c2ccccc2)c1C(=O)Nc1ccncc1	?	?	-9%
CC1=C(c2ccccc2)SC2=NCCN21	?	-6%	1%
COc1ccc(-c2csc(NC3OC(=O)c4ccccc43)n2)cc1 (centres undefined)	12µM*	6.5µM*	0%
COc1ccccc1C(=O)OCC(=O)Nc1cc(S(=O)(=O)N2CCOCC2)ccc1N1CCCC1	?	?	-6%
CCCCC(=O)N(Cc1ccc(F)cc1)C1CCS(=O)(=O)C1 (centres undefined)	32%[activator]	-7%	?
COc1ccc(OC)c(C2CC(=O)N3CN(c4cccc(Cl)c4C)CSC3=C2C#N)c1 (centres undefined)	-25%	?	25µM*
COC1=CC(=O)c2nc(Cl)ccc2C1=O	0.58µM*	1µM*	.
C[C@H]1CN([C@@H](C)CO)S(=O)(=O)c2ccc(Br)cc2O[C@H]1CN(C)C(=O)c1cccnc1	-18%	-18%	.
CCOCCCNS(=O)(=O)c1cc2[nH]c3c(c2cc1C)C(=O)CC(C)(C)C3	6%	?	-1%
Cc1ccc(S(=O)(=O)CCc2nnc(NC(=O)c3cnccn3)s2)cc1	-18%	-18%	-2%
Cc1ccccc1C(=O)c1c[nH]c(C(=O)NCC2CCCO2)c1 (centres undefined)	6%	?	9%
O=C(C1=COCCO1)N1CCN(C(c2ccccc2)c2ccccc2)CC1	-25%	?	-9%
COCCCNC(=O)CS(=O)(=O)Cc1nc(-c2cccc(OC)c2)oc1C	-2%	-6%	-3%
CCCCNC(=O)C1C(c2ccc(OC)cc2)=Nc2ccccc2N1C(=O)c1ccc2ncccc2c1 (centres undefined)	?	?	.
O=S1(=O)CC(N2CCC(c3ccccc3)CC2)CN1C1CCCCC1 (centres undefined)	?	?	.
Cc1cc2ccccc2n2c(SCC(=O)N3CCc4ccccc4C3)nnc12	?	?	1%
Nc1ccc(S(=O)(=O)Nc2ccccc2)cc1	5%	-4%	-2%
Cc1ccc(S(=O)(=O)N2CCCC(C(=O)Nc3cccnc3)C2)cc1 (centres undefined)	-19%	-8%	-1%
Cc1ccc(C(=O)N(Cc2sccc2C)C2CCS(=O)(=O)C2)cc1 (centres undefined)	-29%&-26%	-18%&-12%	-12%&-1%
O=C(NCc1ccccc1)C1C(c2ccc3c(c2)OCO3)=Nc2ccccc2N1C(=O)c1cccc2ccccc12 (centres undefined)	-9%	?	.
CCn1c(COc2ccccc2C)nnc1SCC(=O)OC	-13%	-3%	3%
CC(C)c1cc(Cn2c3ccccc3c(=O)n2C(C)Cn2cc(CCCC#N)nn2)on1 (centres undefined)	15%	9%	.
COc1ccc(C(CNC(=O)Cc2ccc3ccccc3c2)N(C)C)cc1 (centres undefined)	3%	-23%	-3%
O=C(CSc1ncccn1)Nc1cc(Cl)ccc1[N+](=O)[O-]	-1%	-10%	-2%
CC(C(=O)Nc1cccc([N+](=O)[O-])c1)N(c1ccccc1)S(C)(=O)=O (centres undefined)	-10%	-19%	-6%
CC1(C)c2ccccc2-n2c1cc1oc(=O)cc(O)c1c2=O	?	21µM*	-6%
CCOC(=O)C(=O)Nc1ccc2c(c1)OCO2	0%	-2%	.
O=C(C1CCN(S(=O)(=O)Cc2ccccc2)CC1)N1CCCc2ccccc21	?	?	-2%
COc1ccccc1-c1ccnc(-n2ncc(C(=O)N3CCN(C(C)C)CC3)c2-c2ccco2)n1	8%[9.04 µM]	-10%	.
CC(C)c1ccc(CNC(=O)CSCC(=O)Nc2ccc3ccccc3c2)cc1	-16%	-11%	-12%
O=C1C(c2ccncc2)=C(O)c2ccccc21	?	18µM*	-8%
O=C(O)c1ccc(S(=O)(=O)N2CCN(c3ccccn3)CC2)cc1	0%	-14%	-5%
Nc1ncnc2c1ncn2[C@H]1CC[C@@H](CO)O1	1.6µM*	2.9µM*	3%&1%&-5%
Cc1nc(NC(=O)COC(=O)CCS(=O)(=O)c2ccccc2Cl)c(Cl)cc1Cl	2%	-12%	-2%
Cc1cc2c(c(/C=C/C(=O)c3ccccc3)c1)OC1(C=C2)Oc2ccccc2C(=O)N1C (centres undefined)	?	26µM*	1%
CSCC(=O)NC1CCCc2c1cnn2-c1cc(F)cc(F)c1 (centres undefined)	-4%	13%	1%
Cc1ccc(C)c(NC(=O)c2cnn3ccccc23)c1	5.8µM*	12µM*	-12%
C[C@H](NC(=O)CCn1nnc2ccccc2c1=O)C(=O)O	2%	-9%	-4%
COc1ccc(NC(=O)N2c3ccccc3CC2C)cc1OC (centres undefined)	-15%	1%	-1%
Cc1cnc(C(=O)OCC(=O)c2ccc(Cl)cc2)cn1	7%	16%	-3%
Cc1cccc(C)c1NC(=S)N(Cc1cccs1)C1CCCC1	-7%	-3%	3%
COCCn1c(CNC(=O)c2ccccc2C)nc2cccnc21	-10%	-22%	-6%
CCOc1ccc(S(=O)(=O)NCC(c2ccco2)S(=O)(=O)c2ccc(F)cc2)cc1 (centres undefined)	?	?	4%
CSc1cccc(NC(=O)NCc2cccc(CNC(=O)Nc3cccc(SC)c3)c2)c1	?	?	-5%
COC(=O)C[C@@H]1C[C@H]2c3cc(NC(=O)CC4CC4)ccc3O[C@H]2[C@@H](CO)O1	1%	-2%	.

Brought forward from above: 6 entries, then new ones.
canonical_smiles	TDP1 cell CPT	DT40 TDP1 no CPT	GCN5L2 inh
Cc1cnc(C(=O)OCC(=O)c2ccc(Cl)cc2)cn1	7%	16%	-3%
Cc1cccc(C)c1NC(=S)N(Cc1cccs1)C1CCCC1	-7%	-3%	3%
COCCn1c(CNC(=O)c2ccccc2C)nc2cccnc21	-10%	-22%	-6%
CCOc1ccc(S(=O)(=O)NCC(c2ccco2)S(=O)(=O)c2ccc(F)cc2)cc1 (centres undefined)	?	?	4%
CSc1cccc(NC(=O)NCc2cccc(CNC(=O)Nc3cccc(SC)c3)c2)c1	?	?	-5%
COC(=O)C[C@@H]1C[C@H]2c3cc(NC(=O)CC4CC4)ccc3O[C@H]2[C@@H](CO)O1	1%	-2%	.
COc1ccc(C2=Nc3ccccc3N(C(=O)c3ccc(C(F)(F)F)cc3)C2C(=O)Nc2c(C)cccc2C)cc1 (centres undefined)	?	?	.
O=C(Nc1cc(S(=O)(=O)N2CCCCC2)ccc1Cl)C1COc2ccccc2O1 (centres undefined)	?	?	7%
Cc1nc(SCC(=O)Nc2c(C)n(C)n(-c3ccccc3)c2=O)c(C#N)c(C)c1C	-19%	-22%	-7%
COc1ccc(CN2C(=NC(=O)CCc3ccccc3)SC3CS(=O)(=O)CC32)cc1 (centres undefined)	5%	-10%	-6%
Cc1oc(-c2ccccc2F)nc1CN1CCC(C(=O)NCc2ccco2)CC1	-16%	-16%	-3%
Cc1ccc(S(=O)(=O)N2CCN(CC(=O)N/N=C\c3ccncc3)CC2)cc1	-4%	29%	-1%
S=c1[nH]nc(-c2ccncc2)n1/N=C/c1ccccc1	-4%	-1%	41%[activator]
CCOC(=O)C1CCN(C(=O)c2ccccc2Oc2ccccc2)CC1	?	?	3%
Cc1csc(-c2nc3ccccc3n2C(C(=O)NC(C)(C)C)c2cc3ccccc3o2)c1 (centres undefined)	?	15µM*	.
Cc1ccc(S(=O)(=O)N2C[C@@H](C)[C@]3(C2)[C@H](O)[C@H](OC(=O)NCc2ccccc2F)C[C@H]2C(=O)N(c4ccccc4)C(=O)[C@H]23)cc1	?	?	.
Cc1oc2cc(OCc3cnn(-c4ccccc4)c3)ccc2c(=O)c1Oc1ccccc1F	-65%	-75%	2%
CN1C(=O)C(C(=O)NC(C)(C)C)C2c3ccccc3OC13CCCCC23 (centres undefined)	?	?	-8%
C[C@@H]1CN([C@@H](C)CO)C(=O)c2cc(Br)cnc2O[C@H]1CN(C)C(=O)Nc1ccccc1	-12%	-20%	.
Cc1cc(CN(C)C(=O)CCc2nnc(Cc3cccc(C(F)(F)F)c3)o2)on1	-14%	-20%	-1%
Cc1ccc(OC(C)C(=O)N(C)Cc2ccccc2)c([N+](=O)[O-])n1 (centres undefined)	-7%	8%	-5%
COc1ccc(CN2CCN(Cc3ccc(C(F)(F)F)cc3)CC2)c(OC)c1	21µM*	15µM*	5%
COc1ccccc1N1CCN(C(=O)CSc2nc3ccccc3nc2N2CCC(C)CC2)CC1	21µM*	23µM*	-11%
Cc1cc(/C=c2\sc3nc4ccccc4n3c2=O)c(C)n1-c1ccc(C(=O)O)cc1	13µM*	13µM*	-2%
Cc1cccc(N2CCN(C(=O)c3cccc(-n4c(C)nc5cccnc54)c3)CC2)c1C	7.3µM*	5.8µM*	-5%
CCOc1ccc(NC(=O)N(Cc2cn(CC)c3ccccc23)C2CCCCCC2)cc1	9.2µM*	21µM*	-12%
O=C(COc1ccc(C(=S)N2CCOCC2)cc1Cl)Nc1ccccc1Cl	-22%	-19%	-23%
O=C(NCCCN1CCOCC1)c1ccc2c(c1)N(Cc1cccc(Cl)c1)C(=O)c1ccccc1S2	?	23µM*	-1%
S=C(NCC1COc2ccccc2O1)Nc1ccc(Br)cc1 (centres undefined)	?	23µM*	-2%
COc1cc(SC)ccc1C(=O)NNC(=O)c1cc(C)oc1C	?	15µM*	-10%
COc1ccc(OCCn2cc(C(=O)c3ccco3)c3ccccc32)cc1	21µM*	26µM*	-5%
CN(CCc1nc2ccc(Cl)cc2[nH]1)Cc1nc(CC2CC2)no1	?	?	-11%
CCOCCCNC(=O)C(NC(=O)Cc1c[nH]c2ccccc12)c1ccccc1 (centres undefined)	1%	-15%	7%
O=C(Nc1ccc(C(F)(F)F)cc1)c1cc(S(=O)(=O)NC2CCCCC2)ccc1F	13µM*	18µM*	-6%
COc1cc(CCN2C(=O)N[C@@H](CCc3ccccc3)C(C(C)=O)=C2C)cc(OC)c1OC	?	23µM*	-3%
Cc1nnc(NC(=O)Nc2ccc(Cl)c(Cl)c2)s1	23µM*	?	-1%

Rows are unselected. Share with any hit: about 18%.
